Source: PubChem
BRCA1 expr act – qHTS Assay to Identify Small Molecule Activators of BRCA1 Expression | MCF7-BRCA1-FFLuc reporter, luminescence, 48 h; response scale: scaled: vehicle 0%, 10 µM genistein 100% | Potency, µM (series often up to 46.1 µM), for the others: at the top dose activation, most hits filed as activators | AID 624202, 2012 | 1.1% of 380,000 active; active = well fitted activation curve with a large enough effect; inconclusive = small, poorly fitted or top-dose-only effect; inactive = no such curve, though single readings can be large or run the other way; note: nearly all actives have a fitted effect of over 80% in size; some results filed as inactive show a strong effect at the top dose
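48 h compound treatment of MCF7-BRCA1-FFLuc cells (phenol-red free MEM, 37 °C), then 15 min with luciferase substrate and luminescence imaging.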
Starred values were filed as active, the others as inactive; ? = inconclusive. Potency is the fitted concentration of half-maximal effect. Some of the compounds tested; the hit share may differ from the screen's.

The first six compounds as a preview:
SMILES	BRCA1 expr act
COc1ccc(NC(=O)c2cc(C3CCCCN3C(=O)c3cc(F)ccc3C)on2)c(C)c1 (configuration not stated)	0%
COc1ccc(CCCNC(=O)C2Cc3c(-c4ccccc4)ccnc3O2)cc1 (configuration not stated)	-41%
O=C(NCCO)c1cccc(-c2ccc3nncn3c2)c1	19%
N/C(=C\c1ccccc1)c1ccncc1	44%
CC(C)CC(=O)Nc1nc2c(s1)CC(C(C)(C)C)CC2 (configuration not stated)	0%
Cc1nc2ncnn2c(C)c1CCC(=O)NCc1ccccc1Cl	-6%

This part in full, previewed entries included:
SMILES	BRCA1 expr act
COc1ccc(NC(=O)c2cc(C3CCCCN3C(=O)c3cc(F)ccc3C)on2)c(C)c1 (configuration not stated)	0%
COc1ccc(CCCNC(=O)C2Cc3c(-c4ccccc4)ccnc3O2)cc1 (configuration not stated)	-41%
O=C(NCCO)c1cccc(-c2ccc3nncn3c2)c1	19%
N/C(=C\c1ccccc1)c1ccncc1	44%
CC(C)CC(=O)Nc1nc2c(s1)CC(C(C)(C)C)CC2 (configuration not stated)	0%
Cc1nc2ncnn2c(C)c1CCC(=O)NCc1ccccc1Cl	-6%
COc1cc(CNc2ncnc3c2ncn3[C@H]2CN(CCc3ccccc3)C[C@@H](CO)O2)cc(OC)c1OC	-1%
O=c1[nH][nH]c2c1[C@H](c1ccc(F)cc1)O[C@H](CCC(F)(F)F)C2	6%
CCOC(=O)c1ccc(S(=O)(=O)N2CCN(c3nc(-c4ccccc4)nc4ccccc34)CC2)cc1	-14%
CCCCNC(=O)Cn1c(SCc2cccc(F)c2)nc2ccncc21	22%
O=C1CC(c2c(Cl)cccc2Cl)c2c(ccc3ccccc23)N1 (configuration not stated)	5%
CC(=O)NC(c1ccccc1)c1nc(-c2cccc(C(C)C)c2)cs1 (configuration not stated)	-10%
O=C(CSc1nc2c(oc3ccccc32)c(=O)[nH]1)Nc1cccc(Cl)c1	?
Nc1[nH]c(C(=O)c2ccccc2)c(-c2cccnc2)c1C(=O)NCCc1ccc(Cl)cc1Cl	3%
Cc1ccc(F)cc1C(=O)N1CCCC(c2cc(C(=O)NCc3ccccc3)no2)C1 (configuration not stated)	-4%
CCC(=O)N1CCC1(C)C(=O)Nc1cnc2ccccc2c1 (configuration not stated)	16%
COc1ccc(CN2C(=O)c3ccccc3C2c2nnnn2Cc2ccccc2)cc1OC (configuration not stated)	2%
COc1cc(OC)c(NC(=O)NCCn2nnc3cc(S(=O)(=O)N(C)C)ccc32)cc1Cl	-5%
CCN(CC)S(=O)(=O)c1ccc2c(c1)c(=O)c(C(=O)N1CCN(c3ccc(OC)cc3)CC1)cn2C	1%
Cc1cc(C)nc(NS(=O)(=O)c2ccc(NC(=O)c3ccccc3O)cc2)n1	2%
CC[C@@H]1Cc2[nH]c(=O)[nH]c(=O)c2[C@H](c2ccc(Cl)cc2)O1	-13%
CC(C)C[C@H]1CNC(=O)C(=O)N1C[C@H]1CCCN1C[C@H](Cc1ccc(O)cc1)N1C[C@H](CC(C)C)N(CC2CCCCCC2)C(=O)C1=O	-36%
COC(=O)[C@]12CCCCC=C1N(Cc1ccc(Cl)cc1Cl)C(=O)[C@H](CC(=O)NCCCCc1ccccc1)C2	-38%
Cc1ccc(S(=O)(=O)N2CCN(c3nc(-c4ncccn4)nc4ccccc34)CC2)cc1	10%
CCOC(=O)Cn1c(C2CC(=O)N(c3ccc(C)cc3)C2)nc2ccccc21 (configuration not stated)	0%
CC(C)(C)c1ccc(S(=O)(=O)c2cn(CC(=O)Nc3ccccc3)c3ccccc3c2=O)cc1	-44%
Cc1ccc(S(=O)(=O)N2CCN(c3nc(-c4ccc(C)s4)nc4ccccc34)CC2)cc1	0%
CCC(CO)Nc1ccn2nc(-c3cccs3)cc2n1 (configuration not stated)	5.6µM*
COc1ccccc1N1CCN(c2ccc(-c3nc(-c4ccccc4C)no3)cc2[N+](=O)[O-])CC1	7%
COc1ccc(Cl)cc1NC(=O)C1CCN(S(=O)(=O)c2ccc3c(c2)CC(C)N3C(C)=O)CC1 (configuration not stated)	0%
CC(C)(C)n1nnnc1C(c1ccccc1)N1CCN(CCN2CCOCC2)CC1 (configuration not stated)	2%
COc1ccccc1-c1noc(-c2ccc(NCc3ccccc3)c([N+](=O)[O-])c2)n1	-19%
CCOc1ccccc1CNCc1c(C(=O)O)n(Cc2ccccc2)c2cc(OC)ccc12	4%
CC(C)[C@@H]1Cc2[nH][nH]c(=O)c2[C@H](CCc2ccccc2)O1	7%
COC(=O)c1ccccc1NC(=O)CN(c1ccc(Cl)cc1)S(=O)(=O)c1ccc(OC)cc1	8%
N#Cc1cccc(NC(=O)CCNS(=O)(=O)c2ccc3c(c2)CCN3C(=O)C2CC2)c1	-2%
CCOc1ccc(NC(=O)Cn2nnc(C(=O)Nc3ccc(OCC)cc3)c2N)cc1	74%
CCOc1ccc(NC(=O)Cn2cc(C(=O)c3ccccc3)c(=O)c3cc(OC)ccc32)cc1	-3%
Cc1cc2nc(-c3nnnn3C3CCCCC3)c(=O)[nH]c2cc1C	-3%
O=C(Nc1ccc2c(c1)OCCO2)C1c2ccccc2OCC(=O)N1Cc1ccccc1 (configuration not stated)	21%
O=C(NCc1ccc2c(c1)OCO2)c1ccc2c(c1)N(Cc1ccccc1F)C(=O)c1ccccc1S2=O (configuration not stated)	-17%
COc1cc(OC)c(NC(=O)c2c3c(nn2C)-c2ccccc2SC3)cc1Cl	-30%
COC(=O)[C@@]1(Sc2ccc(C)cc2)CC(=O)N[C@@H]1c1ccc(C(F)(F)F)cc1	-28%
COc1cc(NC(=O)c2cccc3c(-c4cnn(C)c4)coc23)cc(OC)c1OC	-4%
c1ccc(Cn2sc(=Nc3ccccc3)nc2-c2ccccc2)cc1	12%
Cc1ccc(C(=O)NCCn2c(C)cc3ccccc32)cc1C	43%
CC(=O)c1c(C)n(-c2ccc(C)cc2)c2ccc(OC(=O)COc3ccccc3)cc12	24%
CCNC(=O)C1(C)CCCN(C(=O)c2csc3ccccc23)C1 (configuration not stated)	7%
CCN1CCc2c(sc(NC(=O)c3ccc(S(=O)(=O)N(CCOC)CCOC)cc3)c2C(N)=O)C1	-2%
CCOC(=O)C1=CCN(S(=O)(=O)c2ccccc2Br)C1c1cccc(F)c1 (configuration not stated)	0%
CN1CCN(C(=O)c2cccc(-c3cnc4cnc(-c5ccccc5Oc5ccccc5)cn34)c2)CC1	0%
CCn1cc(C(=O)NCCc2ccccc2)c(=O)c2cc(S(=O)(=O)N3CCOCC3)ccc21	8%
CC(O)(c1ccc(F)c(F)c1)c1nc(-c2cccc(C(=O)O)c2)cs1 (configuration not stated)	?
COc1cc(Nc2ccn3nc(-c4ccc(F)cc4)cc3n2)cc(OC)c1OC	15%
O=C(Nc1cccc2cccnc12)c1csc(COCCO)n1	11%
CC1(C(=O)Nc2ccc3c(c2)OCCO3)CCN1Cc1csc2ccccc12 (configuration not stated)	-11%
CCN(CC)c1ncnc2c1ncn2[C@H]1CN(Cc2ccc(OC)cc2)C[C@@H](CO)O1	7%
COC(=O)c1c(SC)nc2ccccc2c1OCc1ccccc1Cl	0%
O=C(Cn1c(=O)n(Cc2ccccc2)c(=O)c2sc3ccccc3c21)Nc1ccccc1F	1%
Cc1cc(C)c(S(=O)(=O)NCCc2cc3ccc(C)cc3[nH]c2=O)c(C)c1	4%

Exported with values ahead of the structure: entries from further up.
BRCA1 expr act	Compound
-2%	CCN1CCc2c(sc(NC(=O)c3ccc(S(=O)(=O)N(CCOC)CCOC)cc3)c2C(N)=O)C1
0%	CCOC(=O)C1=CCN(S(=O)(=O)c2ccccc2Br)C1c1cccc(F)c1 (configuration not stated)
0%	CN1CCN(C(=O)c2cccc(-c3cnc4cnc(-c5ccccc5Oc5ccccc5)cn34)c2)CC1

Continuation.
SMILES	BRCA1 expr act
CN(NC(=O)C(=O)NCc1ccco1)C(=O)Nc1ccc(Cl)cc1	2%
CCCN(CCC)C(=O)Cn1c(=O)n(-c2ccccc2)c(=O)c2c3c(sc21)CCCC3	0%
Cc1ccc(Cl)cc1NS(=O)(=O)c1ccc2c(c1)NC(=O)CCS2	-28%
CC1(Oc2cccc(F)c2)CCN(Cc2ccc(-c3ccccc3)o2)C1 (configuration not stated)	9%
COCCNC(=O)C1CCCN(Cc2ccc(-c3ccccc3)cc2)CC1 (configuration not stated)	16%
COc1ccc(NC(=O)C(=O)NCCc2sc(-c3ccc(Cl)cc3)nc2C)cc1	16%
Cn1c(=O)c2cc(NC(=O)Nc3ccccc3)ccc2n1Cc1ccccc1	12%
CCCCCCCCN1C(=O)[C@H](CC(=O)NCc2ccccc2)C[C@@]2(C(=O)OCC)CCCC=C12	-31%
CSc1ccc(CN2C(=O)C(C)ON=C2c2ccccc2F)cc1 (configuration not stated)	11%
CC(=O)Nc1ccc(-c2ccnc3c2CC(C)(C(=O)NCCc2ccccc2)O3)cc1 (configuration not stated)	-30%
C#CCNC(=O)c1ccc2sc([C@H]3C[C@H](O)[C@@H](CO)O3)nc2c1	11%
FC(F)(F)c1ccccc1Cc1c(-c2ccccc2)nc2ccc(Cl)cn12	?
OC(c1ccc(F)cc1)c1nc(-c2cccc(C(F)(F)F)c2)cs1 (configuration not stated)	8%
CC1CC(C)CN(c2oc(-c3ccc(OCc4ccc(Cl)cc4)cc3)nc2C#N)C1 (configuration not stated)	7%
O=C(CCCCn1c(=O)c2ccccc2n(CC(=O)Nc2cccc(C(F)(F)F)c2)c1=O)NCc1ccc2c(c1)OCO2	5%
COc1ccc(-c2cc(-c3ccccc3)nc3c2COc2ccccc2-3)cc1	?
CCOC(=O)Cn1cnc2onc(-c3ccc(F)cc3)c2c1=O	4%
Cc1ccc(-c2nc(=Nc3ccccc3)sn2-c2ccccc2)cc1	-5%
COc1ccccc1CNC(=O)CS(=O)(=O)Cc1nc(-c2ccccc2C)oc1C	17%
CC(C)(C)Nc1c(C2CCNCC2)nc2c(OCc3ccccc3)cccn12	-53%
CC(C)C(=O)N1CCCC1(C)C(=O)NCc1ccc(Cl)cc1 (configuration not stated)	18%
CCOC(=O)c1cccc(NC(=O)C2CCN(S(=O)(=O)c3ccc4c(c3)oc(=O)n4C)CC2)c1	-5%
COc1ccc(CNC(=O)c2cccc3c(-c4cccnc4)coc23)cc1OC	0%
CC(C)C[C@H]1CNC(=S)N1C[C@H]1CCCN1C[C@H](Cc1ccc(O)cc1)N1C[C@H](Cc2ccc(O)cc2)N(CC2CCCCC2)C1=S	-53%
OCCNc1ncnc2c1ncn2[C@H]1CN(C2CCCC2)C[C@@H](CO)O1	8%
COc1cc(OC)c(NC(=O)C(C)n2nc(-c3ccc(C)cc3)c3c(c2=O)CCCC3)cc1Cl (configuration not stated)	-49%
Cc1ccc2nc(CN(C)C(=O)[C@H]3O[C@@H](n4ccc(=O)[nH]c4=O)[C@H](O)[C@@H]3O)[nH]c2c1	7%
COc1ccc(CCNC(=O)CN2C(=O)COc3ccc(C)cc32)cc1OC	0%
CC1(C(=O)O)CCCN(C(=O)c2ccc3c(c2)C(C)(C)CCC3(C)C)C1 (configuration not stated)	2%
CC1(C(=O)NS(=O)(=O)C2CC2)CCN(C(=O)C2(c3ccc(Cl)cc3)CCCC2)C1 (configuration not stated)	-7%
CCN(CC)C(=O)Cn1c(=O)cc(C)c2c(C)nn(C)c21	0%
CC(C)Oc1ccc(CNC(=O)C2CCN(c3nc4ccccc4n(C)c3=O)CC2)cc1	-2%
CCNC(=O)C1CCCN(C(=O)c2ccccc2OC(F)(F)F)CC1 (configuration not stated)	0%
CC1(C(=O)NS(=O)(=O)c2cccc(F)c2)CCN1C(=O)C1(c2ccc(Cl)cc2)CCC1 (configuration not stated)	7%
O=C(NCc1cccnc1)c1cc(C2CCCCN2C(=O)OCCF)on1 (configuration not stated)	0%
CC[n+]1cccc(Br)c1	-2%
Cc1cccc(C(O)c2ncc(-c3ccc(Cl)cc3)[nH]2)c1C (configuration not stated)	-10%
COc1ncccc1-c1cnc2cccnn12	27%
COc1ccccc1CNC(=O)CN1C(=O)CCc2cc(S(=O)(=O)N3CCCCC3)ccc21	-11%
CC1CCN(S(=O)(=O)c2ccc3c(c2)N(CC(=O)NCc2ccccc2Cl)C(=O)CO3)CC1	-5%
CCOC(=O)c1ccc(NC2=CC(c3ccc(Br)cc3)N(c3ccc(C(=O)OCC)cc3)C2=O)cc1 (configuration not stated)	1%
CCCS(=O)(=O)NC(=O)C1(C)CCCN(C(=O)c2cc(C(C)(C)C)nn2C)C1 (configuration not stated)	13%
CCN(CC)c1ccc(/C=C/c2nccc3ccccc23)cc1	-28%
COc1ccc(N2C(=O)CS(=O)(=O)C23C(=O)N(Cc2c(F)cccc2Cl)c2ccccc23)cc1 (configuration not stated)	-9%
CCc1ccc(Nc2ncnc3sc4c(c23)CCCC4)cc1	-23%
CCOc1ccc(CCN2C(=O)C(=O)N([C@@H](CC(C)C)CN3CCC[C@H]3CN3C(=O)C(=O)NC[C@@H]3CC(C)C)C[C@@H]2Cc2ccccc2)cc1	-38%
COCCCNc1nc2c(-c3ccccc3)nnn2c2ccccc12	-44%
CC1(C(=O)NCc2cccs2)Cc2c(-c3ccc(C(N)=O)cc3)ccnc2O1 (configuration not stated)	-37%
CN1CCN(c2ccc(CNC(=O)C3Cc4c(-c5ccccc5Oc5ccccc5)ccnc4O3)cc2)CC1 (configuration not stated)	-48%

2 of the compounds above, with each value named.
mol: COc1cc(OC)c(NC(=O)c2c3c(nn2C)-c2ccccc2SC3)cc1Cl
- BRCA1 expr act = -30%
mol: COC(=O)[C@@]1(Sc2ccc(C)cc2)CC(=O)N[C@@H]1c1ccc(C(F)(F)F)cc1
- BRCA1 expr act = -28%
